Bioassay records as filed in PubChem BioAssay.
PrPC TRFRET = reduces human prion protein on the cell surface; inhibition, % at 13.8 µM; cell surface PrPC, TR-FRET read-out; AID 720596; P04156; hit rate 0.43% among 370,000; in the data active = inhibition above about 24%; note: 0% = median of the test wells and 100% = reference compound wells
FBA Mtb inh = inhibitors of M. tuberculosis fructose-bisphosphate aldolase. P9WQA3. purified M. tuberculosis FBA, fluorescence read-out. inhibition, % at 1 µM. hit rate 2.3% among 360,000. AID 588726; in the data active = inhibition above about 27%;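 note: 0% = vehicle and 100% = reference inhibitor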
Target sequence (P9WQA3 whole entry, looked up): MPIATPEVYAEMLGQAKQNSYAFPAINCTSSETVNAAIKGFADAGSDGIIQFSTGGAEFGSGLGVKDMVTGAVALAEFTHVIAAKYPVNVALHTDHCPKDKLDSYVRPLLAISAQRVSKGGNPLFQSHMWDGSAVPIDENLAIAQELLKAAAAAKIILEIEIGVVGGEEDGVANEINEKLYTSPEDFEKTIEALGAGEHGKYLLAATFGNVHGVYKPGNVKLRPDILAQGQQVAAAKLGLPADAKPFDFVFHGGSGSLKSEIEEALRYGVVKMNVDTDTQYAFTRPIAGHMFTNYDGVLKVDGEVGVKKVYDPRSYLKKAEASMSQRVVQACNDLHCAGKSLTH
BioA inh = inhibitors of Mycobacterium tuberculosis BioA enzyme | hit rate 0.096% among 360,000 | purified M. tuberculosis BioA enzyme, plate reader | inhibition, % at 9.99 µM; in the data active = inhibition above about 40%
Mtb UGM inh = inhibitors of M. tuberculosis UDP-galactopyranose mutase | AID 504406 | P9WIQ1 | inhibition, % at 10 µM | hit rate 0.06% among 320,000 | purified UGM, fluorescence polarization probe displacement; in the data active = inhibition above about 10%, passing the limit was not always enough
GDH-TPI counter = inhibits GDH-TPI coupling enzymes, artifact for Mtb FBA screen; GDH-TPI coupled enzyme counterscreen, NADH absorbance; hit rate 1.2% among 360,000; AID 588335; inhibition, % at 4.8 µM; in the data active = inhibition above about 30%;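 note: 0% = DMSO wells and 100% = wells lacking the enzyme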
MazEF act = MazEF (E. coli) toxin RNase activation. P0AE70. FAM/BHQ RNA-DNA oligo cleavage fluorescence, 5 h. activation, % at 20 µM. hit rate 0.32% among 350,000. AID 504720; in the data active = activation above about 50%
Target sequence (P0AE70 whole entry, looked up): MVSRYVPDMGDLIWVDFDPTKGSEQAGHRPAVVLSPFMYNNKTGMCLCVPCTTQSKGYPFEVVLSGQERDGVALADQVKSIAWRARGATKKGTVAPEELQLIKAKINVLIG
Rv3671c inh = Rv3671c (M. tuberculosis) protease inhibition | P9WHR9 | inhibition, % at 5.96 µM | hit rate 0.048% among 320,000 | AID 2606; in the data active = inhibition above about 38%;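 note: extracellular domain of Rv3671c used as enzyme; 0% = enzyme with DMSO and 100% = no enzyme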
Target sequence (P9WHR9 whole entry, looked up, the tested form may be a part): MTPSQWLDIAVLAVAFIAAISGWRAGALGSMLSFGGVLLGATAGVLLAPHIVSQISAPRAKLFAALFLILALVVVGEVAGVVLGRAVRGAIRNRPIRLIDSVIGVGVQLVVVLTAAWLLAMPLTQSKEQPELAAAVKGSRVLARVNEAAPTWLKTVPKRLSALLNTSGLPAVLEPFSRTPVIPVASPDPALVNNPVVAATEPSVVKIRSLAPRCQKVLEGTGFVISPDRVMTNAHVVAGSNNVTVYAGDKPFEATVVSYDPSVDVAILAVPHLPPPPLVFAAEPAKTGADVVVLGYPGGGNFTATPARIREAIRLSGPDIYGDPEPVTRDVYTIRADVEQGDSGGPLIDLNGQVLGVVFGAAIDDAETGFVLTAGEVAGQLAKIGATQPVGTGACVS
FadD28 binding = blocks FadD28 binding to the bisubstrate probe | hit rate 0.22% among 360,000 | inhibition, % at 12.5 µM | fluorescence polarization; in the data active = inhibition above about 8.5%, passing the limit was not always enough
BoNT-F LC inh = inhibitors of Botulinum neurotoxin F light chain protease | Multiplex microsphere protease cleavage assay, flow cytometry | AID 588497 | inhibition, % at 10 µM | hit rate 0.22% among 360,000; in the data active = inhibition above about 35%, passing the limit was not always enough; note: plate controls were buffer without enzyme for full effect and enzyme alone for no effect
An asterisk follows results filed as active; x = not tested or not shown; & = joins results of further samples.

molecule	FadD28 binding	Mtb UGM inh	BoNT-F LC inh	GDH-TPI counter	FBA Mtb inh	Rv3671c inh	BioA inh	PrPC TRFRET	MazEF act
Cc1cccc(/C=C(\C#N)C(=O)Nc2ccccn2)c1	-2.2	1.9	5	2	2	-4	-0.1	4	-16
CN1C(=O)CC(Sc2ncccc2C(=O)O)C1=O (stereo not given)	-2.6	1.0	-1	8	4	13	-1.8	-3	5
O=c1c(Cc2ccc(Cl)cc2Cl)c(O)ccn1Cc1ccncc1	-1.9	1.0	0	-2	-1	-4	x	3	-9
O=Cc1c(C(=O)O)n(Cc2ccc(Cl)cc2)c2ccccc12	-1.8	-0.6	4	8	0	-15	x	-4	-505
Cc1ccc(C2=NOC(C)(c3nnc(-c4ccc(Cl)cc4)o3)C2)cc1 (stereo not given)	-4.2	-0.4	-2	-10	2	2	-0.6	1	6
CNC(=O)C[C@H]1C(=O)N(c2ccc(Br)cc2)C[C@@H]1CSC	-2.1	x	-5	0	-2	x	0.4	2	5
O=C(CC1C(=O)NCCN1Cc1ccccn1)NCCc1ccccc1F (stereo not given)	-2.2	-0.5	7	2	7	-11	-8.2	2	-14
CC(C)C[C@H]1CNC(=O)C(=O)N1CC1CCN(CC2CCC(C)CC2)CC1 (stereo not given in full)	-3.0	x	-5	x	-1	x	-2.0	-12	x
O=C(CSc1nnc(C2CC2)n1-c1ccccc1)NCc1ccco1	-0.3	-0.4	-5	10	3	4	x	2	-3
COC(=O)Cn1c(C)nc2c(sc3nc(C)cc(C)c32)c1=O	-0.9	4.6	-2	10	1	7	1.3	x	5
COCCNc1nc2c(c(=O)n(C)c(=O)n2C)n1CCCc1ccccc1	-2.1	x	-3	5	-2	x	-0.3	3	6
c1ccc2c(N3CCCCC3)ncnc2c1	-0.5	0.5	14	14	-1	8	-0.6	6	-1
Cc1ccccc1CC1CCN(CCCNC(=O)Nc2ccccc2)CC1	-2.1	-2.0	-2	2	-6	x	-0.8	-6	16
O=c1ccc2ccccc2o1	-0.9	-0.9	2	0	6	-3	-1.9	0	8
O=C(COC(=O)c1cn(-c2ccccc2)nc1-c1ccc(F)cc1)Nc1ncc(Cl)cc1Cl	-2.5	2.1	0	-4	0	-3	x	-1	-46
CCOC(=O)CN(C(=O)CSc1nnc(COc2ccc(OC)cc2)n1C)c1ccccc1	0.7	0.5	-1	5	0	2	1.8	-2	6
O=C1c2ccccc2C(=O)N1CCCn1c(=O)oc2ccccc21	0.4	-0.8	-9	14	-1	-4	2.4	3	6
CCOc1ccc(NC(=O)CN2CCc3ccccc3C2)cc1	-1.8	0.4	-9	5	1	-4	-0.6	0	10
COC(=O)C1=C(c2cccc(OCc3ccccc3)c2)C[C@@H]2CC[C@H]1N2C(=O)NCCN1CCOCC1	-0.6	3.5	6	2	2	-3	-0.6	2	5
O=C(OCc1cn([C@H]2CN(C(=O)c3cccs3)[C@@H](c3ccc(Cl)cc3)C[C@@H]2O)nn1)c1ccccc1	-4.3	x	-3	-8	-2	x	-2.5	-3	-9
COc1ccc(NC(=O)c2ccccc2OCc2c(C)noc2C)cc1OC	-1.9	-3.0	-3	4	0	-8	3.8	-3	7
CCOc1ccccc1C(=O)Nc1cccc(-c2ccc3nncn3n2)c1	-2.0	1.1	1	11	6	-26	1.1	-20	-13
Cc1ccc(NC(=O)c2ccccc2[N+](=O)[O-])nc1	-2.7	-1.4	-2	7	-3	-6	-1.1	-3	8
CCCOc1ccccc1/C=C1/C(=O)ON=C1C	-4.2	-1.4	4	-7	-1	2	-0.7	6	-3
CCCS(=O)(=O)N1CCC(C(=O)NC2CCCCC2C)CC1 (stereo not given)	-3.3	-0.2	4	6	1	6	-0.6	1	1
Cc1ccc(C)c(N2CCN(C(=O)c3cc4ccccc4oc3=O)CC2)c1	-5.5	2.3	2	11	-2	0	0.4	1	3
O=C(CSc1nnc(-c2cccs2)o1)N1CCc2ccccc21	-3.5	2.4	4	-9	1	-1	0.4	-5	-15
Cc1cs/c(=N\N=C2CCCCC2)n1Cc1ccco1	-1.4	-0.5	-1	2	-3	-7	x	4	-24
O=C(Nc1cccc(-c2cccc(Cl)c2)c1)C1CCN(C2CCC2)CC1	-26	-1.9	x	2	-2	-3	-1.6	-27	18
C#CCOCCOCCOCCNc1nc(N2CCN(C(=O)CCCCCCCCCCNC(=O)[C@@H](CCSC)n3cc(CCO)nn3)CC2)nc(N2CCN(C(=O)CCCCCCCCCCNC(=O)[C@H](CCC(=O)O)n3cc(CCCCCN)nn3)CC2)n1	-2.5	-0.9	-18	-8	1	-7	-1.7	x	23

Gathered by group: the compounds so far with a Cl atom.
molecule	FadD28 binding	Mtb UGM inh	BoNT-F LC inh	GDH-TPI counter	FBA Mtb inh	Rv3671c inh	BioA inh	PrPC TRFRET	MazEF act
O=c1c(Cc2ccc(Cl)cc2Cl)c(O)ccn1Cc1ccncc1	-1.9	1.0	0	-2	-1	-4	x	3	-9
O=Cc1c(C(=O)O)n(Cc2ccc(Cl)cc2)c2ccccc12	-1.8	-0.6	4	8	0	-15	x	-4	-505
Cc1ccc(C2=NOC(C)(c3nnc(-c4ccc(Cl)cc4)o3)C2)cc1 (stereo not given)	-4.2	-0.4	-2	-10	2	2	-0.6	1	6
O=C(COC(=O)c1cn(-c2ccccc2)nc1-c1ccc(F)cc1)Nc1ncc(Cl)cc1Cl	-2.5	2.1	0	-4	0	-3	x	-1	-46
O=C(OCc1cn([C@H]2CN(C(=O)c3cccs3)[C@@H](c3ccc(Cl)cc3)C[C@@H]2O)nn1)c1ccccc1	-4.3	x	-3	-8	-2	x	-2.5	-3	-9
O=C(Nc1cccc(-c2cccc(Cl)c2)c1)C1CCN(C2CCC2)CC1	-26	-1.9	x	2	-2	-3	-1.6	-27	18

Later entries:
molecule	FadD28 binding	Mtb UGM inh	BoNT-F LC inh	GDH-TPI counter	FBA Mtb inh	Rv3671c inh	BioA inh	PrPC TRFRET	MazEF act
COc1ccc(OCCNC(=O)CCCO)cc1	-1.6	-0.1	x	10	-1	-3	x	7	-7
Cc1noc(C)c1COc1ccc(C(=O)OCC(=O)N2c3ccccc3NC(=O)C2(C)C)cc1	-0.1	4.3	3	4	-1	-2	-1.6	7	-1
CCOC(=O)Cn1ncc(-c2ccccc2)c1N	-4.3	-1.6	1	-11	1	-4	-0.9	0	-9
COCCNC(=O)CSc1ccccc1C(=O)NC1CCCc2ccccc21 (stereo not given)	-1.4	-1.3	-18	-1	0	5	-1.9	-1	6
CCc1ccc(NC(=O)C2CCN(S(=O)(=O)c3ccc4c(c3)N(C(C)=O)CCO4)CC2)cc1	-0.8	3.8	5	8	0	1	-1.5	x	8
Cc1ccc(NC(=O)C2Cc3ccccc3C(=O)O2)cc1 (stereo not given)	0.8	1.8	-4	-1	-2	3	x	-2	3
COc1ccc2nc(/N=C/c3c(C)[nH]n(-c4ccc(C)cc4)c3=O)sc2c1	-3.1	-1.5	-7	1	2	-19	-1.2	2	5
Cc1sc2nc(-c3ccccn3)[nH]c(=O)c2c1-c1ccccc1	0.0	-0.9	-5	7	31*	-7	0.9	22	11
Cc1cc2nnc(SCC(=O)NCc3ccco3)n2c2ccccc12	-2.0	0.7	-3	3	0	-8	-1.5	7	5
Cn1c(SCC(=O)CC(=O)Nc2ccccc2)nnc1-c1ccc(O)cc1	1.1	2.1	6	3	3	-1	-0.3	-1	3
Cc1[nH]n(-c2ccccc2)c(=O)c1C=Nc1ccc(S(=O)(=O)Nc2nccs2)cc1	1.0	0.0	-7	23	0	3	x	-3	-6
O=C(C[C@@H]1C/C=C/CC[C@@H](Cc2ccc(F)cc2)C(=O)OCCNC1=O)N[C@H](CO)Cc1ccccc1	-2.5	4.2	2	8	6	0	-2.6	-3	2
Cc1cc(NS(=O)(=O)c2ccc(NC(=O)CSc3nc4ncc(Cl)cc4[nH]3)cc2)nc(C)n1	-7.8	1.9	-9	9	0	-4	0.3	-5	4
COc1ccc(Cl)cc1C(=O)Nc1ccc(NC(=O)c2ccco2)cc1	-2.4	4.0	-1	26	-1	-12	-0.2	9	10
CC(C)(C)c1ccc(NC(=S)NCCc2ccccn2)cc1	-0.8	0.4	-4	-6	0	-6	x	1	-10
Cc1cccc(NC(=O)c2ccc(-n3cncn3)c([N+](=O)[O-])c2)c1	-1.0	1.7	6	7	4	-2	7.2	-26	-6
Cc1ccc(C(c2sc3nc(C)nn3c2O)N2CCN(c3ccccc3)CC2)cc1 (stereo not given)	-0.7	0.0	-6	6	2	-2	2.4	-5	-2
CCn1c(C)nc2cc(C(=O)N3N=C(CCOC)CC3(O)C(F)(F)F)ccc21 (stereo not given)	-1.3	0.5	x	1	0	2	x	8	9
COc1cccc(C(Nc2ccccn2)c2c(NC(=O)c3ccco3)sc(C)c2C)c1 (stereo not given)	-5.3	0.8	-6	2	1	-11	-0.2	7	-4
N=C(N)c1ccccc1	-2.1&-0.3	4.7&1.9	-10&2	-8&3	-4&-2	-1&4	-0.2&0.3	-1&4	1&5
Cc1c(NC(=O)CSc2ncccn2)c(=O)n(-c2ccccc2)n1C	0.3	5.0	1	6	5	-3	x	1	7
O=C(COC(=O)Cc1ccccc1F)Nc1cccc(F)c1	-0.4	-2.2	-7	-6	-2	5	x	6	-3
CCN(CC)C(=O)COc1ccc2c3c(c(=O)oc2c1C)CCCC3	-4.4	1.1	-1	10	64*	-3	2.7	14	-4
Cc1cccc(NC(=S)Nc2ccc3cn[nH]c3c2)c1	-0.1	0.6	0	3	2	6	x	4	7
Cc1ccc2c3c1C1(C(=O)N3C(C)(C)CC2C)C(C#N)=C(N)Oc2cc(O)ccc21 (stereo not given)	-2.9	1.7	-19	7	-4	-7	2.1	-6	-1
COCCCNC(=O)C[C@H]1C[C@H](C(=O)N(C(C)C)C(C)C)[C@@]2(C)c3[nH]c4cc(CCC(=O)N(C)C)ccc4c3CCN2C1=O	-1.8	x	-5	-5	3	x	-1.5	-1	5
COc1ccc(C(=O)N2CCc3cc(OC)c(OC)cc3C2c2ccc(OC)c(OC)c2)cc1 (stereo not given)	-0.1	-0.4	2	-3	5	8	6.0	3	-3
Cc1ccc(OCCn2c(CCNC(=O)C(C)C)nc3ccccc32)cc1	-1.3	3.9	-20	2	2	3	-1.4	3	-7
O=C(NCCc1nc2ccccc2[nH]1)/C(=C/c1ccco1)NC(=O)c1ccccc1Br	-0.7	0.7	2	17	3	0	-0.5	-12	2
COc1ccc([N+](=O)[O-])cc1NC(=O)CSc1ncccn1	0.3	0.4	-2	10	-4	-1	x	-6	9
Cc1c(Cl)cccc1NC(CC(=O)c1ccccc1)C(=O)O (stereo not given)	-2.7	0.5	-8	10	0	9	x	-4	10
O=C(CSC1=NC2(CCCCCC2)N=C1c1ccccc1)Nc1ccc2c(c1)OCCO2	-1.3	0.4	-10	2	1	-10	-1.1	13	3
Cc1ccccc1OCC(=O)Nc1cccc(Cl)c1C	-0.1	1.3	-1	15	-1	-8	-1.2	0	0
C/C(=N\NC(=O)CSc1nc2nc(C)cc(C)n2n1)c1ccccc1	-2.1	2.3	0	-3	-3	-4	1.7	-2	1
COc1ccc(-c2sc3ccc(N4CCOCC4)cc3c2C#CCCO)cc1	-2.1	0.0	-16	7	11	11	0.4	-5	12
COc1cc(C)c(CNc2cccc(C)c2)cc1C	-16	-0.2	-17	9	-2	2	x	1	4
CCOC(=O)N1C/C(=C\c2ccccc2)C(=O)/C(=C/c2ccccc2)C1	0.9	x	1	15	0	x	-0.5	-3	2
CCOc1cc(C)c(Cl)cc1S(=O)(=O)NC1CC(C)(C)NC(C)(C)C1	-2.7	0.7	-1	-5	-2	5	x	1	-1
COC(=O)c1cc2nc(-c3ccc(C)cc3)cc(C(F)(F)F)n2n1	-0.6	6.6	-3	4	3	7	0.3	-5	5
CC1(OC(=O)C2CCCC2)C(=O)C=C2C=C(c3ccsc3)N(CCc3c[nH]c4ccccc34)C=C2C1=O (stereo not given)	0.4	-1.3	-24	5	-4	4	-0.5	x	-3
COc1ccc(-c2csc(Nc3ccccc3)[n+]2Cc2ccccc2)cc1	-2.9	-0.9	0	9	-1	-9	x	-5	-4
